Akt phos inh: Akt phosphorylation inhibition; activity change, % for hits at 50 µM; Neuro2A IGF-stimulated pAkt S473 HTRF, 20 min; stronger effect = lower value; 360,000 compounds, 0.32% hits; in the data active means activity change below about -80%; inconclusive means mostly about -51% to -80%; further: on the % scale 0 is the no-effect control and ±100 the full control effect
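Single-point screen (50 µM final compound) in Neuro2A cells stimulated 20 min with 6 nM IGF at 37 deg C. After lysis, Ser473-phosphorylated Akt read by HTRF (ex 330 nm, em 615/665 nm) as the 665/615 ratio.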
Nrf2 inh: inhibitors of Nrf2 signaling. Potency, µM (doses to about 46 µM), without a hit: at the top dose activity change, negative = inhibition, usual class: inhibitors. 360,000 compounds, 2.1% hits. A549 ARE-Fluc reporter, luciferase luminescence, 18-24 h; further: potency means the concentration at half of the fitted maximal effect; on the % scale 0 is the no-effect control and ±100 the full control effect; nearly all actives have a fitted effect of over 60% in size
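In this cell-based qHTS, ARE-driven firefly luciferase in A549 cells reports Nrf2 activity; the luminescent signal after BugLite lysis is the measured value, with a prior CellTiter-Fluor read for cell health.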
CCT modulator: cytosolic chaperonin activity modulation; purified chaperonin ATPase assay, HTRF ADP detection, 30 min; activity change, % (test concentration not listed), hits read low; 360,000 compounds, 0.3% hits; in the data active means activity change below about -30%; further: on the % scale 0 is the no-effect control and ±100 the full control effect
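Enzyme 40 or 20 nM (batch-dependent) in Tris pH 7.4/KCl/MgCl2/DTT; cpd 76 uM single point; ATP 10 uM; 30 min 37 °C; Transcreener ADP HTRF detection, 30 min RT; ratio 665/615.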
Abeta yeast res: compounds reversing amyloid beta toxicity in yeast; yeast expressing A-beta42, growth rescue, OD600, 48 h; response scale: 0% DMSO, 100% iron-clioquinol control; Potency, µM (series often up to 46.1 µM), inactives show at the top dose growth rescue, actives largely listed as activators; 410,000 compounds, 0.063% hits; AID 1347071; further: potency means the concentration at half of the fitted maximal effect; nearly all actives have a fitted effect of over 55% in size
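Yeast growth medium received pinned compounds, then yeast cells expressing toxic A-beta were added; plates incubated at 30 C for 48 hr. Growth read as absorbance at 600 nm, normalized to DMSO and equimolar FeCl3 plus clioquinol controls.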
TGFb inhibitor: blocks TGF-b signaling | HepG2 CAGA-GFP TGF-b/SMAD3 reporter, GFP fluorescence, 18 h; TGF-beta stimulated, 500 pg/mL final | Potency, µM (titrated, usually from 46.1 µM), for the others: at the highest dose activity, negative = inhibition, usual class: inhibitors | 410,000 compounds, 1.2% hits | AID 588855; further: potency means the concentration at half of the fitted maximal effect; on the % scale 0 is the no-effect control and ±100 the full control effect; nearly all actives have a fitted effect of over 65% in size
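Cell-based qHTS in HEPG2 carrying a CAGA-GFP Smad reporter; compounds added before 500 pg/mL final TGF-beta, 18 h incubation at 37 degrees C, GFP fluorescence quantified per cell by imaging cytometry.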
Mm-Cpn inhibitor: inhibitors of Methanococcus maripaludis chaperonin (MmCpn); purified Mm-Cpn ATPase, ADP Transcreener TR-FRET; Potency, µM (titrated, usually from 76.9 µM), without a hit: top-dose activity, negative = inhibition, actives largely listed as inhibitors; 330,000 compounds, 0.031% hits; AID 504842; further: potency means the concentration at half of the fitted maximal effect; on the % scale 0 is the no-effect control and ±100 the full control effect; nearly all actives have a fitted effect of over 80% in size
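ATP (10 uM final) was added to archaeal chaperonin (25 nM final) after 10 min exposure to test compound at 37°C; after 30 min further incubation, ADP was detected by competitive TR-FRET.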
Nrf2 activator: activators of Nrf2 (ARE) signaling | AREc32 ARE-luciferase reporter (MCF7-derived line), luminescence, 24 h | Potency, µM (series often up to 46.1 µM), without a hit: at the top dose activation, hits mostly activators | 410,000 compounds, 0.31% hits | AID 624171; further: potency means the concentration at half of the fitted maximal effect; % of control where 0% means no effect; nearly all actives have a fitted effect of over 65% in size
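Steps: seed AREc32_Fluc cells (1000/well, 5% FBS OPTI-MEM); incubate overnight at 37 deg C; add 23 nL compound; incubate 24 hr; add Steady-Glo; hold 30 min RT; read luminescence.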
HepG2 viability: HepG2 cytotoxicity, counter-screen for TGF-b inhibitors | Potency, µM (doses to about 46.1 µM), inactives show at the highest dose activity change, negative = cytotoxicity, actives largely listed as cytotoxic | HepG2 CAGA-GFP viability, ATP luminescence, 18 h | 410,000 compounds, 0.76% hits; further: potency means the concentration at half of the fitted maximal effect; some results filed as inactive show a strong effect at the top dose
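HepG2 CAGA-GFP cells (1000/well, DMEM with 1% FBS) received compound, then TGF-beta at 500 pg/mL final, and were incubated 18 hours at 37 degrees C. Viability was read by CellTiter-Glo luminescence. Media-only wells were set as complete cell-killing and DMSO as no toxicity.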
A549 tox: A549 cytotoxicity, counter-screen for Nrf2 inhibitors. A549 ARE-Fluc cells, CellTiter-Fluor viability, 18-24 h. Potency, µM (doses to about 46 µM), for the others: at the top dose activity change, negative = cytotoxicity, usual class: inhibitors. 390,000 compounds, 0.16% hits. AID 504648; further: potency means the concentration at half of the fitted maximal effect; on the % scale 0 is the no-effect control and ±100 the full control effect
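A549 ARE_Fluc cells in 5% FBS OPTI-MEM were exposed to compounds in concentration-response for 18-24 h at 37 deg C. Viability was read by CellTiter-Fluor fluorescence (Ex 405/Em 525) after 30 min, before the luciferase read.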
* = called active by the depositor; i = inactive; ? = inconclusive; nt = no result given; & = joins results of further samples; [ ] = dose if it differs, or a comment. Unless noted, the call rests on the fitted dose curve; in most records, active means well fitted curve in the direction sought with a large enough effect; inconclusive means small, poorly fitted or top-dose-only effect, or another doubt; inactive means no such curve, though single readings can be large; an effect the other way counts as inactive or inconclusive.

SMILES	Akt phos inh	Nrf2 inh	CCT modulator	Abeta yeast res	TGFb inhibitor	Mm-Cpn inhibitor	Nrf2 activator	HepG2 viability	A549 tox
CCOC(=O)C(CC)Sc1nnc2[nH]c(=O)cc(C)n12 (stereo not given)	nt	nt	nt	4%	-5%	nt	-0.1%	1%	-2%
CN(CC(=O)Nc1c(Cl)cccc1Cl)C(=O)c1ccccc1-c1nc2ccccc2s1	i	-4%	-3.1	-6%	-19%	1%	-0.1%	6%	0%
C1=CC2CC1CC2CNCc1ccco1 (stereo not given)	i	14%	0.4	1%	-16%	-6%	0.1%	5%	-9%
COC(=O)CN1C(=O)[C@H]2[C@@H](C3CC3)N3C(=O)CN(Cc4ccc(-c5ccccc5)cc4)C(=O)[C@@]3(Cc3ccccc3)[C@H]2C1=O	i	17%	-1.1	7%	-3%	-1%	3.7%	-18%	-4%
COc1ccc(C2CC(=O)C=C(NCC3CCCO3)C2)cc1 (stereo not given)	i	?	1.0	24%	-2%	0%	-0.8%	-1%	-1%
O=C(O)CSCc1ccc(C(=O)O)o1	nt	4%	2.5	11%	3%	3%	0.0%	-5%	-2%
O=C(O)c1ccc(N/N=C/c2cc3cc4c(cc3nc2Cl)OCCO4)cc1	i	?	-2.5	-4%	-26%	-5%	-0.7%	-60%	-13%
Cn1c(N)c(N=Nc2ccc(S(N)(=O)=O)cc2)c(=O)n(C)c1=O	i	-10%	-0.7	-1%	9%	6%	17%	7%	-8%
CCOC(=O)C1CCCN(C(=O)c2ccccc2NC(C)=O)C1 (stereo not given)	i	12%	-1.2	-2%	-18%	2%	-0.2%	0%	5%
CSCC[C@H](NC(=O)N1CCn2c1nc1ccccc12)C(=O)NCc1ccc(F)cc1	nt	4%	-3.7	3%	?	-1%	-0.4%	-22%	1%
N#Cc1ccc(NC(=O)CCc2nc3ccccc3s2)cc1	i	15%	-0.3	11%	7%	-19%	2.4%	1%	8%
Cc1ccc(-n2nc3c(N4CCC(C(=O)NCCC(C)C)CC4)nnc(C)c3c2C)cc1	nt	16%	nt	-2%	?	nt	0.3%	-9%	1%
CCN(C[C@H]1N[C@@](C)(C(=O)OC)[C@H]2C(=O)N(Cc3ccccc3)C(=O)[C@@H]12)C(=O)c1ccccc1	i	-7%	-2.3	-3%	9%	1%	-0.4%	-5%	-8%
COc1ccc(CN2C(=O)C(CC(=O)NCc3ccco3)CC(C(=O)N(C(C)C)C(C)C)=C2C)cc1 (stereo not given)	i	nt	-2.8	4%	-1%	nt	0.0%	-55%	nt
Cc1nc(/N=C\c2ccc(N(C)C)cc2)sc1C	i	3%	0.4	3%	3%	1%	0.5%	-16%	-13%

Exported field by field: 2 of the compounds above
structure: CN(CC(=O)Nc1c(Cl)cccc1Cl)C(=O)c1ccccc1-c1nc2ccccc2s1
  Akt phos inh: i
  Nrf2 inh: -4%
  CCT modulator: -3.1
  Abeta yeast res: -6%
  TGFb inhibitor: -19%
  Mm-Cpn inhibitor: 1%
  Nrf2 activator: -0.1%
  HepG2 viability: 6%
  A549 tox: 0%

structure: CCN(C[C@H]1N[C@@](C)(C(=O)OC)[C@H]2C(=O)N(Cc3ccccc3)C(=O)[C@@H]12)C(=O)c1ccccc1
  Akt phos inh: i
  Nrf2 inh: -7%
  CCT modulator: -2.3
  Abeta yeast res: -3%
  TGFb inhibitor: 9%
  Mm-Cpn inhibitor: 1%
  Nrf2 activator: -0.4%
  HepG2 viability: -5%
  A549 tox: -8%

One compound at a time, as listed above:
Record of O=C(O)CSCc1ccc(C(=O)O)o1 : Akt phos inh = nt; Nrf2 inh = 4%; CCT modulator = 2.5; Abeta yeast res = 11%; TGFb inhibitor = 3%; Mm-Cpn inhibitor = 3%; Nrf2 activator = 0.0%; HepG2 viability = -5%; A549 tox = -2%
Record of O=C(O)c1ccc(N/N=C/c2cc3cc4c(cc3nc2Cl)OCCO4)cc1 : Akt phos inh = i; Nrf2 inh = ?; CCT modulator = -2.5; Abeta yeast res = -4%; TGFb inhibitor = -26%; Mm-Cpn inhibitor = -5%; Nrf2 activator = -0.7%; HepG2 viability = -60%; A549 tox = -13%

Other results
SMILES	Akt phos inh	Nrf2 inh	CCT modulator	Abeta yeast res	TGFb inhibitor	Mm-Cpn inhibitor	Nrf2 activator	HepG2 viability	A549 tox
COc1ccccc1-c1noc2c1C(=O)N(Cc1cn(C3CCCC3)nn1)CC2	i	nt	-38*	-15%	nt	nt	0.4%	nt	nt
COC(=O)CCCn1cc(CN2CC(N3CCCC3)CS2(=O)=O)nn1 (stereo not given)	i	nt	0.8	-18%	nt	nt	-0.3%	nt	nt
COc1cccc(C2C(C#N)=C(N)SC(c3ccccc3)C2[N+](=O)[O-])c1 (stereo not given)	i	?	0.5	7%	-22%	-6%	-0.2%	-2%	-3%
CC(=O)Nc1ccc(Sc2ncnc3scc(-c4ccccc4)c23)cc1	i	-19%	0.3	7%	?	-1%	6.5%	-6%	-2%
O=C(OCc1cncs1)c1cccs1	i	-29%	1.1	-5%	0%	3%	2.3%	15%	0%
CCO[C@H]1OC(C(=O)N2CCN(Cc3ccc4c(c3)OCO4)CC2)=C[C@@H](c2csc3ccccc23)[C@@H]1CCCO	i	-2%	-2.9	2%	?	nt	3.6%	-5%	-4%
CC(C)(C)C(=O)Nc1sc2c(c1C(=O)Nc1ccccn1)CCCC2	i	?	0.9	-14%	-6%	0%	-0.1%	-4%	-2%
Cc1ccc(C(O)(CCN2CCCCC2)c2ccccc2)cc1 (stereo not given)	i	-5%	0.6	8%	15%	?	0.5%	-11%	-8%
CC1(C)CC2(CCO1)C(Nc1ccccc1)=NC(=S)N2CC(N)=O (stereo not given)	i	7%	-0.6	4%	1%	1%	-1.0%	28%	-1%
O=C(CSc1nc(=O)n(CCCN2CCOCC2)c2c1CCCC2)Nc1ccc(F)cc1F	i	-7%	-2.1	-7%	3%	0%	-0.2%	-20%	6%
CC(C)c1ccc(NC(=O)N2c3ccccc3Sc3ccccc32)cc1	nt	15%	nt	-4%	7%	nt	1.8%	-6%	14%
CCCC(=O)NC(=S)Nc1ccc(NC(=O)c2cccs2)cc1	i	6%	0.2	2%	17%	1%	-0.1%	-17%	-3%
O=C(N/C(=C/c1cccnc1)C(=O)N1CCCCCC1)c1cccc(Br)c1	i	7%	1.6	-8%	-20%	-1%	-0.8%	-15%	-13%
COc1ccc(NC(=O)CNS(=O)(=O)c2ccccc2)cc1Cl	i	10%	-0.8	18%	-14%	2%	0.1%	4%	-6%
O=C(CC1N=C2c3ccccc3N=C(SCc3ccc(F)cc3)N2C1=O)NCc1ccc2c(c1)OCO2 (stereo not given)	nt	nt	nt	16%	?	nt	7.6%	5%	3%
CC(=O)Nc1ccc(S(=O)(=O)NC2CC2)cc1	i	-3%	-2.5	6%	-2%	0%	-0.2%	-46%	-1%
CCOc1ccccc1C(=O)NC(C(=O)N(C)Cc1ccc2c(c1)OCO2)C(C)C (stereo not given)	i	-25%	-3.2	2%	-6%	1%	-0.1%	-2%	-1%
O=C(Nc1ccc([N+](=O)[O-])cc1)N1CCN(C(=O)C2CCCO2)CC1 (stereo not given)	i	7%	-2.7	-7%	-21%	2%	-0.2%	-24%	1%
O=C1C=C(c2cccc(Cl)c2O)C[C@@H](c2ccc3c(c2)OCO3)C1	i	9%	-0.6	0%	?	-2%	2.3%	-9%	0%
CC(C)N1C(=S)N(Cc2ccco2)C(=O)C1CC(=O)Nc1ccccc1 (stereo not given)	i	-5%	-2.8	-15%	17%	-10%	2.6%	-6%	0%
CCOC(=O)c1c(S(=O)(=O)NCC2CCN(CCc3cccs3)CC2)c(C)n(C)c1C	i	3%	-2.5	-5%	-20%	1%	1.7%	-67%	-19%
CN(C(=O)CSc1nnc(-c2ccccc2)o1)c1c(N)n(Cc2ccccc2)c(=O)[nH]c1=O	i	?	2.1	12%	42%[activator]	?	-0.8%	3%	-5%
CSC1=NCCN1C(=O)COc1ccccc1	i	-3%	-2.7	4%	13%	1%	0.3%	14%	0%
O=C(N/N=C/c1ccccn1)c1ccc(NC(=O)c2ccc(F)cc2)cc1	i	-19%	-0.7	-5%	0%	2%	0.3%	-8%	0%
CCOc1ccc(/C=C/C(O)=C2/C(=O)NC3(C)CC2c2ccccc2O3)cc1OC (stereo not given)	i	?	-0.5	4%	-31%	-1%	3.7%	-26%	-14%
c1ccc(-c2nnc(-c3ccccc3)o2)cc1	i	nt	2.1	2%	4%	0%	4.5µM*	-9%	6%
CN(CCCN1CCOCC1)C(=O)c1cc(COc2cccc(C(F)(F)F)c2)on1	i	9%	0.2	-3%	9%	-1%	2.9%	4%	0%
COc1ccc(-c2cc(=O)oc3cc(OCC(=O)NCC(O)c4ccccc4)ccc23)cc1 (stereo not given)	i	6%	-1.8	-1%	61%[activator]	0%	0.5%	15%	11%
O=C(CSc1nnc(-c2ccc(O)cc2)o1)Nc1cccc(O)c1	i	?	-0.1	-7%	7%	1%	-0.2%	4%	1%
CCC(=O)c1ccc(OCCSc2ncccn2)cc1	i	?	-0.1	21%	-5%	2%	0.1%	-27%	-2%
Cc1ccc(N2C(=O)Nc3ccc(Br)cc3C2(O)C(=O)NCCN(C)C)cc1C (stereo not given)	i	-8%	-0.4	21%	20%	-10%	0.2%	3%	0%
C=CCN1c2ccccc2C(=O)CS1(=O)=O	i	-14%	0.5	13%	-1%&-12%	1%	-0.5%	-16%&-2%	4%
COC(=O)CCCCCN1C(=O)NC(c2ccccc2)C(C(=O)OCc2ccccc2)=C1C (stereo not given)	i	?	-0.5	5%	-10%	-1%	8.1%	-22%	?
